# HKDC1 inhibitor: HKDC1 (human) hexokinase inhibition; Q2TB90; recombinant HKDC1, G6PDH/diaphorase resazurin coupled fluorescence; inhibition, % at 20 µM; 0.16% of 340,000 active;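 active = inhibition above about 35% when tested at 20 µM, limit read from the data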;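 note: plate controls were DMSO wells with enzyme for no effect and DMSO wells lacking enzyme for full effect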
#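 Test system: recombinant HKDC1 (HK5) hexokinase enzyme, produced in-house / Doses: 20 µM test compound, 1% DMSO / Timing: 90 min, room temperature / Detection: G6PDH/diaphorase-coupled fluorescence, 1 mM NADP, 100 µM resazurin, 525/613 nm / Control set: DMSO wells with and without enzyme mix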
# SENP8 block-1: blocks human SENP8 cleavage of Nedd8 substrate | Q96LD8 | recombinant SENP8, Nedd8 substrate fluorescence | inhibition, % at 20 µM | 0.64% of 360,000 active | AID 602440; in the data active = inhibition mostly above about 40%, no sharp cut-off; inactive = mostly below about 27%
# Target sequence (Q96LD8 whole entry, looked up): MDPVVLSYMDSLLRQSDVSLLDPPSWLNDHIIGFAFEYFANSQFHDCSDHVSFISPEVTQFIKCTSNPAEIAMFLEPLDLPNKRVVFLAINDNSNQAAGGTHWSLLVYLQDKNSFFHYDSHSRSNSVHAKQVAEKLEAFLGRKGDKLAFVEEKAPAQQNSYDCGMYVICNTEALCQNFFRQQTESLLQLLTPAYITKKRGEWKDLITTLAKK
# SENP8 block-2: SENP8 protease inhibition | AID 2540 | purified SENP8, Z-RLRGG-aminoluciferin cleavage, luminescence | 1.2% of 330,000 active | inhibition, % at 10 µM; in the data active = inhibition above about 50%
# Apaf1 inhib: human Apaf-1 inhibition. O14727. reconstituted apoptosome caspase-3 activity, DEVD-Rh110 fluorescence. inhibition, % at 20 µM. 0.71% of 330,000 active; active = inhibition of at least 40% at 20 µM;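 note: plate controls were DMSO wells for no effect and DEVD-CHO caspase inhibitor wells for full effect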
#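 System – cell-free apoptosome with Apaf-1, procaspase-3 and caspase-9 · Buffer or medium – pH 7.5 Hepes buffer with CHAPS, BSA, DTT · Also added – cytochrome c with DEVD-Rh110 · Times – 30 min compound preincubation, 50 min activation, room temperature · Technique – Rh110 fluorescence intensity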
# PfG6PD inh: PfG6PD (Plasmodium falciparum) enzyme inhibition | PfGluPho enzyme, NADPH resazurin-diaphorase fluorescence | inhibition, % at 20 µM | 0.78% of 350,000 active | AID 504690;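 active = inhibition reaching at least a set limit at 20 µM in the primary screen, cut at about 59% in these data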;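 note: 0% = DMSO wells with substrate and 100% = DMSO wells lacking glucose-6-phosphate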
# SENP1 FRET inh: SENP1 (human) catalytic domain inhibition. 0.21% of 360,000 active. Q9P0U3. inhibition, % at 10 µM. recombinant SENP1 catalytic domain, CyPet-SUMO1-YPet FRET cleavage;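 active = inhibition at least 30% at 10 µM, raw YFP signal under a set limit, fluorescence ratio 0.5 to 1.5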;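 note: 0% = enzyme with DMSO and 100% = no enzyme wells; some results filed as inactive read as strong as hits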
# Target sequence (Q9P0U3 419-644 limits assumed): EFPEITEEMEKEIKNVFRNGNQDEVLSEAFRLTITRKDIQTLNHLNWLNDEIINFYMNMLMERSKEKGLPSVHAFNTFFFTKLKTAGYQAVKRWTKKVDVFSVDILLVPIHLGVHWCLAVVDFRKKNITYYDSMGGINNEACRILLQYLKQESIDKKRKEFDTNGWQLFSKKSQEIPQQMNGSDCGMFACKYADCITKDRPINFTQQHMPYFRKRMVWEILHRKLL
#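 Controls: no-enzyme wells low, DMSO-plus-enzyme wells high control. Test system: human recombinant His6-tagged SENP1 catalytic domain enzyme. Reagent: SFCypet-SUMO1-SFYpet FRET protein substrate, 25 nM final. Doses: one dose per compound, 10 µM, 0.5% DMSO. Detection: FRET, CFP and YFP emission. Timing: 50 min reaction at room temperature.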
# SENP7 block: inhibitors of human SENP7 protease; AID 434973; 1.5% of 330,000 active; inhibition, % at 5 µM; Q9BQF6; recombinant SENP7, Z-RLRGG-aminoluciferin luminescence, 40 min;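 active = inhibition above about 50% at the single test dose, limit read from the data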;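 note: plate controls were DMSO with enzyme for no effect and no enzyme buffer wells for full effect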
# SENP6 inh: inhibitors of human SENP6 protease; Q9GZR1; Recombinant SENP6 catalytic domain, aminoluciferin luminescence; inhibition, % at 10 µM; 1.8% of 330,000 active;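 active = inhibition above about 50% at the single tested dose, limit read from the data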;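 note: plate controls were DMSO wells with enzyme for no effect and DMSO wells lacking enzyme for full effect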
# Target sequence (Q9GZR1 628-1112 limits assumed): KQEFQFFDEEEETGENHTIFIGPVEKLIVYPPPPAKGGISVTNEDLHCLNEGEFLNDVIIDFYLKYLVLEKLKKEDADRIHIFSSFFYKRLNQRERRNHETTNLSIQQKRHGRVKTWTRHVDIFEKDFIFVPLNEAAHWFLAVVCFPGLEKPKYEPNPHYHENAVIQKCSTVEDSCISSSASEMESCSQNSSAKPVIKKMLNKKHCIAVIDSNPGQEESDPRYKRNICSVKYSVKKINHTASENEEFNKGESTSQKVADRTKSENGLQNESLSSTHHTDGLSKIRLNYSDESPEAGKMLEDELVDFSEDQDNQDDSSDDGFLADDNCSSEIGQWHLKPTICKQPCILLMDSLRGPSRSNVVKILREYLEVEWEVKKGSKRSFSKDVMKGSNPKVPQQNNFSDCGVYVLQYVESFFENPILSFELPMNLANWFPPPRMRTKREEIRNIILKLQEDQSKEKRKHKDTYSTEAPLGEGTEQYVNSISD
# Numbers without * were called inactive; nt = no result given.
SMILES,HKDC1 inhibitor,SENP8 block-1,SENP8 block-2,Apaf1 inhib,PfG6PD inh,SENP1 FRET inh,SENP7 block,SENP6 inh
O=C(COC(=O)c1cccc2ccccc12)NCCCc1ccccc1,-4.9,-83.4,-2.8,0.1,7.5,0.5,-3.3,-21.7
Cc1c(Cl)cccc1NC(=O)[C@@]1(CC(=O)O)CC(/C=C/c2ccccc2)=NO1,1.1,1.9,1.4,1.2,-12.4,0.8,3.6,-5.8
CN1c2ccccc2C(O)=C(C(=S)Nc2ccc(F)c(Cl)c2)S1(=O)=O,0.8,-51.0,2.6,5.0,-22.5,-3.0,6.3,7.1
Cc1nn(Cc2ccccc2)c2c1C(c1cccc(Cl)c1)C(C#N)=C(N)O2 (stereo not drawn),4.9,10.1,2.6,8.4,-23.3,2.3,6.7,2.6
CC1Cc2ccccc2N1S(=O)(=O)c1c(N)n(C)c(=O)n(C)c1=O (stereo not drawn),-7.3,13.3,-1.6,-21.2,-9.2,0.7,3.1,0.0
C=CCn1c(SCC(=O)Nc2ccccc2OC)nnc1-c1ccccn1,-4.4,7.6,-10.6,1.0,20.9,2.8,-7.1,-10.4
Cc1c(Br)c([N+](=O)[O-])nn1CC(=O)NCCc1ccc(Cl)cc1,-3.4,0.5,-1.1,8.4,-7.6,0.9,10.3,16.9
Cc1oc2ccc(O)cc2c1C(=O)c1ccccc1,-3.1,4.2,6.2,-8.0,5.7,-1.3,-1.1,-20.5
O=C1C2C3CCC(C3)C2C(=O)N1Cc1ccccc1 (stereo not drawn),-14.5,21.7,-1.3,-6.3,0.1,0.6,0.8,-7.3
O=C(Cc1ccccc1[N+](=O)[O-])Nc1ccc2c(c1)OCO2,-4.5,11.3,-19.5,2.8,10.4,3.2,0.7,-49.6
O=C(Nc1ccccc1-c1ccccc1)c1ccc(=O)[nH]n1,-4.2,10.6,-3.2,6.0,-6.9,0.0,5.6,21.4
CCOc1ccc(C(=O)C(C)OC(=O)c2nc(Cl)ccc2Cl)cc1 (stereo not drawn),2.7,14.3,-5.5,12.0,0.5,1.8,4.0,9.4
CCc1nc2c3cnn(-c4cc(Cl)ccc4C)c3ncn2n1,-7.2,-28.4,-1.3,6.6,-1.5,2.0,-2.8,-5.4
CCN(CC)CCNc1nc(SC)nc2sc3c(c12)CCN(C)C3,-1.5,-308.7,-6.4,6.8,0.5,-72.1,2.5,7.9
OC1CCN(Cc2cccc3ccccc23)CC1,-2.7,-1.3,2.1,-14.5,-11.6,3.2,4.9,2.0
CC1=C/C(=C\c2ccc3c(c2)OCO3)C(=O)S1,12.1,4.4,-9.1,11.8,17.6,-0.8,8.7,20.5
COc1ccc(CNC(=O)Nc2cc(C)ccc2C)cc1,-2.2,-3.7,-5.1,10.1,12.8,2.5,-11.2,-7.9
Cc1cc(C)cc(N(CC(=O)N2CCCC2)S(C)(=O)=O)c1,-4.9,4.6,1.1,-11.8,7.3,-0.3,-1.1,11.0
Cc1ccc(-c2csc(NC(=O)CCNC(=O)c3ccccc3Cl)n2)cc1,-4.3,10.0,-0.1,-4.3,14.3,-0.1,1.4,-3.6
CCOC(=O)C(c1ccccc1)C(Nc1ccc(F)cc1)c1ccccn1 (stereo not drawn),4.6,7.0,0.8,3.1,4.7,0.0,9.0,-9.0
C=CCC1NCCc2c(Br)cccc21 (stereo not drawn),-10.8,11.5,1.1,-4.8,2.6,0.3,-1.2,7.6
COc1ccc(-c2c(NC(=O)c3ccco3)oc3c(C)cccc3c2=O)cc1,-3.0,-67.3,-2.2,1.2,-1.6,1.2,14.5,-12.4
Cc1cc(C)c(C)c(OCCNCc2ccccc2)c1,-2.6,13.6,-5.7,9.8,-8.7,2.9,-7.4,8.8
Cc1cc2ccccn2c1C(=O)c1ccc(C#N)cc1,-7.4,25.1,-0.1,4.6,0.5,1.6,7.2,12.9
Cc1cccc(NC(=O)c2ccc(Cl)c(S(=O)(=O)N3CCc4ccccc43)c2)n1,-2.0,6.6,-13.6,22.7,10.4,1.7,-1.6,-16.7

# Single entries from above.
# OC1CCN(Cc2cccc3ccccc23)CC1 in SENP8 block-1 is entered as -1.3
# CC1Cc2ccccc2N1S(=O)(=O)c1c(N)n(C)c(=O)n(C)c1=O (stereo not drawn) in SENP8 block-2 is entered as -1.6
# Cc1cc2ccccn2c1C(=O)c1ccc(C#N)cc1 in SENP7 block is entered as 7.2
# Cc1nn(Cc2ccccc2)c2c1C(c1cccc(Cl)c1)C(C#N)=C(N)O2 (stereo not drawn) in HKDC1 inhibitor is entered as 4.9
# Cc1c(Br)c([N+](=O)[O-])nn1CC(=O)NCCc1ccc(Cl)cc1 in PfG6PD inh is entered as -7.6

# The listing picks up with the two entries that preceded the break.
SMILES,HKDC1 inhibitor,SENP8 block-1,SENP8 block-2,Apaf1 inhib,PfG6PD inh,SENP1 FRET inh,SENP7 block,SENP6 inh
Cc1cc2ccccn2c1C(=O)c1ccc(C#N)cc1,-7.4,25.1,-0.1,4.6,0.5,1.6,7.2,12.9
Cc1cccc(NC(=O)c2ccc(Cl)c(S(=O)(=O)N3CCc4ccccc43)c2)n1,-2.0,6.6,-13.6,22.7,10.4,1.7,-1.6,-16.7
O=C(CSc1ncn[nH]1)c1cccc([N+](=O)[O-])c1,-3.0,5.2,0.8,-1.0,-0.3,1.2,6.2,5.0
O=C(Nc1ccc(F)cc1Cl)c1ccc2c(=O)n3c(nc2c1)CCC3,-1.9,-36.8,-9.6,0.1,1.6,-1.4,-9.7,-2.5
Cn1c(NC(=O)CCc2ccccc2)cc(=O)n(C)c1=O,-6.2,15.6,-3.3,1.1,-2.2,2.2,7.6,7.6
Cc1ccc(/C=N/NC(=O)c2c[nH]c3ccccc23)s1,-1.8,20.1,-3.3,-2.4,-12.6,-2.9,-6.5,9.7
CCn1cc(CN2CCC(C(=O)Nc3cccc(-c4cccc(Cl)c4)c3)CC2)c(C)n1,-4.0,11.1,-6.8,40.5*,6.0,-1.3,3.8,-4.0
Cc1n[nH]c(C)c1S(=O)(=O)N1CCCCCC1,0.4,30.6,-1.9,4.2,-4.4,0.5,-6.3,-16.7
Cc1ccc(S(=O)(=O)N2CCC(C(=O)N/N=C/c3cccnc3)CC2)cc1,-11.3,12.7,-5.8,-10.5,-12.4,2.0,-1.2,-12.5
CCC(CC)c1nnc(NC(=O)[C@@H](NC(=O)c2cccc(C)c2)C(C)C)s1,-5.0,-1.6,9.0,10.4,7.0,1.8,0.5,-0.1
O=C(NCC(c1ccco1)N1CCCC1)c1ccccc1F (stereo not drawn),2.1,5.7,-2.8,-14.2,-10.9,-0.3,-7.5,-1.1
O=C(Cn1ccc2ccccc2c1=O)NCCC(=O)NC1CCN(Cc2ccccc2)CC1,-2.8,-17.7,-5.7,5.8,10.9,-2.6,-4.8,-5.5
CC1(C)CC(=O)C(N=Nc2ccc3ncsc3c2)=C(O)C1,-6.0,14.4,1.8,13.2,7.3,7.8,-1.6,4.5
COCCn1c(Cc2ccccc2)nnc1SCC(=O)N1CCCC1=O,-2.8,8.5,-10.6,11.9,40.0,1.3,-9.9,-19.1
O=C(Nc1nc2ccccc2s1)C1CC(=O)N(c2ccc(Cl)cc2)C1 (stereo not drawn),1.9,10.8,3.4,21.9,8.7,-0.2,4.8,-8.3
O=C(c1cc[n+]([O-])cc1)N1CCCC(N2CCN(c3cccc(C(F)(F)F)c3)CC2)C1 (stereo not drawn),-5.1,-4.5,-2.5,9.9,0.9,0.2,-4.0,-7.2
COc1ccc(N(Cc2ccccc2)C(=O)OC(C)(C)C)c(C(=O)N(C)OC)c1,-4.3,12.3,-4.0,4.2,3.6,-2.4,4.3,-9.1
O=C(COC(=O)c1cccnc1Cl)Nc1cccc(S(=O)(=O)N2CCOCC2)c1,-7.6,11.9,-10.9,10.0,2.6,-0.2,-11.0,-6.0
COC(=O)c1cc(C(=O)OC)cc(S(=O)(=O)Nc2ccc(Cl)c(N)c2)c1,-1.8,-55.0,-6.2,-2.4,-3.6,0.9,-4.8,-10.5
Fc1ccccc1CSc1nc2ncccc2[nH]1,1.3,10.3,13.5,-0.4,37.8,-0.1,25.8,20.7
COc1ccc(/C=C/C(=O)NCc2ccccn2)cc1,7.1,24.4,-8.3,-0.6,2.5,-0.2,-2.4,-15.7
Cc1ccc(C)c(NS(=O)(=O)c2cc(C(=O)NCCC3=CCCCC3)ccc2C)c1,-2.7,17.4,3.5,0.6,4.5,2.0,4.0,-8.8
Cc1ccc(S(=O)(=O)CC(=O)Nc2cc(C)on2)cc1,-1.5,19.2,4.4,-1.7,6.7,-1.0,3.8,-1.8
Cc1ccc(CNC(=O)c2ccc(CNc3c(N4CCCC4)c(=O)c3=O)cc2)cc1,-3.7,11.9,3.7,2.9,13.0,2.5,-2.8,5.0
CCCC(NC(=O)Cc1c(C)c2cc3c(C)c(C)oc3c(C)c2oc1=O)C(=O)N[C@@H](Cc1ccccc1)C(=O)O (stereo partly drawn),52.0*,-206.9,nt,nt,-6.5,-115.6,nt,nt
COc1ccc(OCC(O)CN2CCOCC2)cc1 (stereo not drawn),3.2,1.1,-6.1,-4.0,-0.4,0.2,1.7,-22.1
O=C(CN1CCCC1)N1c2ccccc2C=Cc2ccccc21,-5.3,-3.3,-0.6,-8.4,9.1,-2.4,-1.3,-0.8

# (list continues)
SMILES,HKDC1 inhibitor,SENP8 block-1,SENP8 block-2,Apaf1 inhib,PfG6PD inh,SENP1 FRET inh,SENP7 block,SENP6 inh
COC(=O)c1cccc(S(=O)(=O)N(Cc2ccco2)Cc2cc3cc(OC)ccc3[nH]c2=O)c1,10.8,-306.5,-16.2,13.7,20.9,0.2,-14.8,-6.2
COc1ccc(-n2c(COc3cccc4ccccc34)nnc2SC(C)C(=O)O)cc1 (stereo not drawn),-6.0,2.7,-0.3,4.1,-12.4,-0.1,-1.5,-4.8
Cc1cc(Nc2ccccc2)n2nc(C)c(-c3ccccc3)c2n1,-0.3,-430.3,7.1,-3.8,11.5,1.8,-2.5,-7.9
COc1ccccc1C(=O)NNC(=O)c1cccc(Cl)c1,-0.1,14.5,8.3,-18.2,-11.5,1.1,46.6,46.7
COc1ccc(OC)c(/C=C/C(=O)N(C)CC(=O)Nc2cc(C)ccc2C)c1,-13.2,-320.9,-5.4,8.2,-10.6,-18.4,-2.5,-8.9
CC(C)(C)OC(=O)C[C@H]1C/C=C\C[C@@H](CC(=O)NCCO)C(=O)NC[C@H](c2ccccc2)OC1=O,-4.5,0.2,2.0,-8.6,-10.2,0.9,-7.9,-18.5
COc1ccc(-n2ncc3c(NCCCn4ccnc4)ncnc32)cc1,1.2,-98.2,2.7,-4.5,0.0,0.2,2.7,-7.5
CC(=O)c1cccc(NC(=O)C2CC(=O)N(c3ccc4c(c3)OCCO4)C2)c1 (stereo not drawn),1.5,10.2,0.4,4.9,10.0,1.9,3.3,12.2
CCCC(C(=O)NC1CCCC1)N(Cc1cccs1)C(=O)c1snc(C(N)=O)c1N (stereo not drawn),-11.1,-278.3,6.7,-4.9,-1.6,-6.6,-0.1,6.7
O=C(Nc1ccccc1)Nc1ccc2snnc2c1,-2.5,-1.0,38.2,-2.5,4.7,-23.0,61.7*,61.7*
C=CCN1CCc2cc(O)c(O)cc2C(c2ccccc2)C1 (stereo not drawn),-3.5,11.0,2.5,-2.0,38.2,2.3,2.6,7.0

# SENP6 inh: entries above that show a hit.
canonical_smiles	HKDC1 inhibitor	SENP8 block-2	PfG6PD inh	SENP1 FRET inh	SENP7 block	SENP6 inh
O=C(Nc1ccccc1)Nc1ccc2snnc2c1	-2.5	38.2	4.7	-23.0	61.7*	61.7*

# Screening results as filed in PubChem.
